# Compound activity as filed in PubChem BioAssay.
# SSB-PriA inh – blocks PriA binding to SSB C-terminal tail; AlphaScreen SSBct-PriA binding, biotinylated peptide; inhibition, % at 33 µM; hit rate 0.6% among 430,000; AID 1272365; in the data active = inhibition mostly above about 37%, no sharp cut-off; inactive = mostly below about 20%;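 note: plate controls were negative control peptide for no effect and reference peptide for full effect; strong numbers were not always called active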
# Anthrax LF prot – blocks Bacillus anthracis lethal factor protease. inhibition, % at 10 µM. P15917. multiplex microsphere protease cleavage assay, LF. hit rate 0.12% among 360,000. AID 588501; note: plate controls were buffer without enzyme for full effect and enzyme alone for no effect
# Target sequence (P15917 whole entry, looked up): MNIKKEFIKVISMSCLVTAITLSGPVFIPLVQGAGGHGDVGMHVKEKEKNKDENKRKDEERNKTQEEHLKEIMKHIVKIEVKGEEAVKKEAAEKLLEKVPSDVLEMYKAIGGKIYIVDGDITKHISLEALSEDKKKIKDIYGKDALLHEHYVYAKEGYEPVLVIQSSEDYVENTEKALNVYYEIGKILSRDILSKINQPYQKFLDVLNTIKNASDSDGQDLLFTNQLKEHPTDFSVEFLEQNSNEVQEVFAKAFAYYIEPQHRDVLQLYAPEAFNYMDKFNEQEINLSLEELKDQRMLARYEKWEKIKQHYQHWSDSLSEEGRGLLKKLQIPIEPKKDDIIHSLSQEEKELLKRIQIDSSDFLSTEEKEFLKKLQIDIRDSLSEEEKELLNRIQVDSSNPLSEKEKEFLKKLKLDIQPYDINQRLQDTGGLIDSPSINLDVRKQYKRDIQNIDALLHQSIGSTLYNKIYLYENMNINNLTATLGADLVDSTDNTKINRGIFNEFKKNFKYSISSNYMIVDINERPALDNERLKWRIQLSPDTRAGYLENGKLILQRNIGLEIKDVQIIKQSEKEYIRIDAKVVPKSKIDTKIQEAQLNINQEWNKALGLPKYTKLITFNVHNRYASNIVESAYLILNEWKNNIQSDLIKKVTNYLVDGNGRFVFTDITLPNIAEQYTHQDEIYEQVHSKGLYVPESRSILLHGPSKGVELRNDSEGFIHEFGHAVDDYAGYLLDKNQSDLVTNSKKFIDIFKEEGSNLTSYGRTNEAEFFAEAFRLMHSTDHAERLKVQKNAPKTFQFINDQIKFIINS
# BoNT F protease – BoNT F light chain protease inhibition; Multiplex microsphere protease cleavage assay, flow cytometry; inhibition, % at 10 µM; hit rate 0.22% among 360,000; AID 588497; in the data active = inhibition above about 35%, passing the limit was not always enough; inconclusive = no clear call, values can overlap the other calls; note: plate controls were buffer without enzyme for full effect and enzyme alone for no effect
# PrPC TRFRET – inhibitors of human cell surface prion protein PrPC. TR-FRET read-out. inhibition, % at 13.8 µM. hit rate 0.43% among 370,000. AID 720596; in the data active = inhibition above about 24%; note: 0% = median of the test wells and 100% = reference compound wells
# DUSP3 inh – DUSP3 (human) phosphatase inhibition | P51452 | recombinant VHR phosphatase, pNPP absorbance | inhibition, % at 13.3 µM | hit rate 0.52% among 290,000; in the data active = inhibition above about 50%; note: some compounds called inactive have numbers as strong as hits
# Target sequence (P51452 whole entry, looked up): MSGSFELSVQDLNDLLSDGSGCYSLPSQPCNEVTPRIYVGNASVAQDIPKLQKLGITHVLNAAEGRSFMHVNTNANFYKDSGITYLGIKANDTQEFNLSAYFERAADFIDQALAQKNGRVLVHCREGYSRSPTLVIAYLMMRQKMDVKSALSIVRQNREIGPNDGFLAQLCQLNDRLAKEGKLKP
# CCHF vOTU inh – CCHFV vOTU protease inhibition; inhibition, % at 11.5 µM; Pep-AMC fluorescence; hit rate 0.55% among 370,000; in the data active = inhibition above about 30%; note: 0% = vehicle wells with enzyme and 100% = no enzyme wells
# BoNT A protease – BoNT A light chain protease inhibition | multiplex microsphere protease substrate cleavage, flow cytometry | inhibition, % at 10 µM | hit rate 0.17% among 360,000 | AID 588499; note: plate controls were buffer without enzyme for full effect and enzyme alone for no effect
# MazEF act – MazEF (E. coli) toxin RNase activation. P0AE70. FAM/BHQ RNA-DNA oligo cleavage fluorescence, 5 h. activation, % at 20 µM. hit rate 0.32% among 350,000; in the data active = activation above about 50%
# Target sequence (P0AE70 whole entry, looked up): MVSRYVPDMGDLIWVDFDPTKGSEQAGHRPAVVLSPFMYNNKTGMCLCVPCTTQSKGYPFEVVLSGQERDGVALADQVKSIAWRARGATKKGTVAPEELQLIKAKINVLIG
# SARS 3CLpro inh – SARS-CoV 3CLpro protease inhibition | inhibition, % at 6 µM | P0C6X7 | hit rate 0.14% among 290,000 | recombinant SARS-CoV 3CLpro, quenched FRET peptide cleavage | AID 1706; in the data active = inhibition above about 12%
# Rv3671c inh – inhibits the M. tuberculosis serine protease Rv3671c | P9WHR9 | inhibition, % at 5.96 µM | AID 2606 | hit rate 0.048% among 320,000; in the data active = inhibition above about 38%;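 note: extracellular domain of Rv3671c used as enzyme; 0% = enzyme with DMSO and 100% = no enzyme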
# * = called active by the depositor; ? = inconclusive; . = not tested or not shown; & = joins results of further samples. Cut-off read from the data, not from the text of the source, unless noted: active = inhibition above about 30%; inconclusive = no clear call, values can overlap the other calls; inactive = below that.
Structure,BoNT A protease,Anthrax LF prot,SSB-PriA inh,BoNT F protease,PrPC TRFRET,DUSP3 inh,CCHF vOTU inh,Rv3671c inh,SARS 3CLpro inh,MazEF act
COc1ccc(NC(=O)COC(=O)CN2C(=O)C3CC=CCC3C2=O)c([N+](=O)[O-])c1 (centres undefined),-2.9,-3,6,-15,-30,.,-10,5,.,4
C=CCN=Cc1c(C)[nH]n(-c2ccccc2)c1=O,-0.8,-1,-10,-4,7,31,8,0,-2,3
O=C(OC(c1ccccc1)c1nccc2ccccc12)c1cccc([N+](=O)[O-])c1 (centres undefined),-0.6,-2,30,-4,-6,34,-13,-3,2,-1
Cc1cc(=O)[nH]c(N/N=C/C2=C(N3CCOCC3)C(=C\c3ccc(Cl)cc3)/CC2)n1,1.0,-2,.,-11,-8,-4,-5,14,5,3
O=C(CCC1CCN(C(=O)c2ccco2)CC1)NCc1ccc(F)cc1,1.4,2,0,7,4,2,-3,6,3,-5
Fc1ccc(Nc2nc(NCc3ccccc3)nc3ccsc23)cc1,-0.2,-2,.,7,19,.,8,.,.,.
COc1cccc(CNC(=O)CCS(=O)(=O)c2cc3c(cc2C)NC(=O)CO3)c1,0.3,-12,-18,-6,0,-6,2,-6,1,2
O=C(Nc1ccc(S(=O)(=O)N2CCCCC2)cc1)C1CC1,-2.8,5,-5,-16,6,30,-2,-6,-4,8
CC1=C(C#N)C(c2cccnc2)C2=C(CC(C)(C)CC2=O)N1 (centres undefined),0.0,-2,-19,-1,4,29,-54,-5,-6,1
COC(=O)c1cc2n3ccccc3c(C)c(-c3ccccc3)c-2c1C(=O)OC,1.8,3,3,-9,1,6,15,5,7,5
Cc1ccc(S(=O)(=O)c2nc(S(=O)(=O)CCO)sc2N2CCOCC2)cc1,-0.7,0,-6,-4,-8,34,12,-15,1,2
NC(=O)c1sc2nccc(Nc3ccccc3)c2c1N,0.8,-2,-3,1,-12,10,-6,-11,0,5
CCn1c(SCCN2CCCCC2)nc2c1c(=O)n(C)c(=O)n2C,-3.6,-10,-2,32,3,.,0,.,.,0
O=S1(=O)c2ccccc2Nc2ccccc21,-0.4,12,5,16,2,16,-4,-9,0,-2
O=P(O)(CCc1ccccc1)C(O)c1ccccc1 (centres undefined),0.3,0,-5,3,10,13,8,3,2,-3

Structure,BoNT A protease,Anthrax LF prot,SSB-PriA inh,BoNT F protease,PrPC TRFRET,DUSP3 inh,CCHF vOTU inh,Rv3671c inh,SARS 3CLpro inh,MazEF act
CNc1nc(SC)nc(N(C)C#N)n1,0.7,1,-8,-8,12,22,4,-7,4,-3
Cc1ccc(CCNC(=O)c2cccc(N3CCCC3=O)c2)cc1,-1.2,1,-4,0,.,11,.,0,1,4
Cc1cccc(C)c1C(O)c1ncc(-c2cccc3ccccc23)[nH]1 (centres undefined),-0.3,-3,.,1,-4,.,-10,.,.,.
COc1cc2[nH]c(=S)nc(NCc3ccc(Cl)cc3)c2cc1OC,-0.3,-5,9,-4,-2,.,17,-14,-11,-4
CCS(=O)(=O)Nc1ccc(-c2ccc(NS(=O)(=O)CC)c(OC)c2)cc1OC,0.7,-6,8,-14,19,-18,3,2,5,-12
C/C(=N\NC(=O)COc1ccc2ccccc2c1)c1cccs1,1.0,-4,.,9,-2,10,1,-1,4,7
COc1ccc(Cc2noc(CN(C)CCc3ccccc3)n2)cc1OC,-0.4,-3,-11,-3,2,8,-2,3,-3,14
CC1CCN(C(=O)COC(=O)c2ccc3c(c2)C(=O)N(Cc2ccco2)C3=O)CC1,-5.3,-7,6,-3,3,.,5,.,.,7
O=C(O)CSCCC(=O)Nc1ccc(F)cc1,0.2,-2,-7,8,-2,12,-1,-4,-2,-9
CCCCn1c(CNC(=O)CCC)nc2ccccc21,-0.4,-8,-10,-2,10,32,-3,-1,-5,-8
O=C(COc1ccc(-c2nnco2)cc1)Nc1ccc(C(F)(F)F)cc1,-1.8,3,-13,-7,11,.,7,0,.,5
CCc1noc(C)c1C(=O)N(CC)CC(=O)Nc1ccccc1C(F)(F)F,.,.,-8,.,1,.,6,0,.,-20
COc1ccc(C(C)C)cc1S(=O)(=O)NCCCn1ccnc1,-0.2,-29,-4,-12,-2,-2,-1,-8,-6,8
CC(C)OC(=O)CSc1nnc(-c2ccc(Cl)cc2)n1N,-5.0,2,-20,-7,-1,15,-4,-8,2,7
O=C(NC1CCCC1)C(=O)N(Cc1cccnc1)C(C(=O)NCc1ccco1)c1ccccc1F (centres undefined),0.0,0,-11,-3,6,11,1,0,1,4

# Looked up one by one from above:
Structure,BoNT A protease,Anthrax LF prot,SSB-PriA inh,BoNT F protease,PrPC TRFRET,DUSP3 inh,CCHF vOTU inh,Rv3671c inh,SARS 3CLpro inh,MazEF act
COc1ccc(C(C)C)cc1S(=O)(=O)NCCCn1ccnc1,-0.2,-29,-4,-12,-2,-2,-1,-8,-6,8
O=C(O)CSCCC(=O)Nc1ccc(F)cc1,0.2,-2,-7,8,-2,12,-1,-4,-2,-9

# Remaining list, next part
Structure,BoNT A protease,Anthrax LF prot,SSB-PriA inh,BoNT F protease,PrPC TRFRET,DUSP3 inh,CCHF vOTU inh,Rv3671c inh,SARS 3CLpro inh,MazEF act
CCCN1/C(=C2/SC(=S)N(CC)C2=O)C=Cc2ccccc21,.,.,-12,.,2,12,5,11,2,3
COc1ccc(-c2csc3ncn(-c4ccccc4)c(=O)c23)cc1OC,-0.2,-4,3,-7,-8,16,-15,12,4,9
COc1ccc2cc(C#N)c(SCC(=O)Nc3nonc3C)nc2c1,2.3,6,-6,-14,-1,29,0,-4,1,22
CCOC(=O)Nc1nc(-c2ccccc2)c(C(=O)c2ccc(Cl)cc2)s1,-0.3,-3,1,-8,25*,21,15,-29,4,5
Cc1onc(-c2ccccc2)c1C(=O)NCc1cccs1,-0.3,1,2,20,3,-7,3,2,0,5
CSc1oc(-c2ccco2)nc1S(=O)(=O)c1ccc(C)cc1,1.9,2,3,3,5,6,0,1,-2,7
COC(=O)CC1SC(=O)NC1=Nc1ccc(C)cc1 (centres undefined),-0.3,-2,5&0,-2,5,-1,15,0,5,8
Cc1cccc(C(=O)N2CCC(C)(C(=O)NS(=O)(=O)C3CC3)C2)c1C (centres undefined),-0.1,1,.,1,-3,.,-6,.,.,.
C=CCC(C=C)S(=O)(=O)c1ccc(C)cc1 (centres undefined),-0.8,5,-12,1,2,6,3,-3,-4,0
CCc1ccc(C2=NN(CCC(=O)NCC3CCCO3)C(=O)CC2)cc1 (centres undefined),1.9,3,-5,0,0,-1,2,-1,-5,6
COc1ccc(CCNC(=O)c2cccc([N+](=O)[O-])c2)cc1OC,-0.4,-11,-3,-8,-13,.,-6,2,.,0
Cc1ccc(-c2nnc(N3CCCCC3)c3ccccc23)cc1,0.4,-9,-2,3,9,17,12,7,5,-3
Cc1ccc(NC(=O)C2CC(O)CN2C(=O)OCc2ccccc2)c(C)c1 (centres undefined),-1.5,-4,-14,4,3,-4,4,0,-5,4
CC1=Nc2ccccc2NC(=O)C1Sc1nnc(C)s1 (centres undefined),0.7,1,-11,?,2,9,8,2,-4,10
Cc1ccc(NC(=O)c2ccc(NCc3ccco3)c([N+](=O)[O-])c2)cc1Cl,0.5,-2,4,-4,1,5,-9,-9,-3,334*

Structure,BoNT A protease,Anthrax LF prot,SSB-PriA inh,BoNT F protease,PrPC TRFRET,DUSP3 inh,CCHF vOTU inh,Rv3671c inh,SARS 3CLpro inh,MazEF act
C=CCc1ccc(OCCCCN2CC(C)OC(C)C2)c(OC)c1 (centres undefined),0.5,0,-10,10,-1,20,-5,1,0,1
CCCN(CC(=O)Nc1cc(C)on1)S(=O)(=O)c1cccc(C(F)(F)F)c1,-0.5,-1,-4,0,3,0,-13,-1,4,4
Cc1ccsc1C(=O)NNC(=O)COc1ccccc1Cl,2.0,-4,-1,-7,-3,.,-2,5,.,0
Cc1ccc(S(=O)(=O)Nc2c(C)nn(C)c2C)cc1,-0.2,-9,-1,2,6,39,-13,4,-1,-4
O=C(Nc1ccc([N+](=O)[O-])cc1Cl)c1cccc([N+](=O)[O-])c1,-0.3,-1,.,-1,0,.,-2,.,.,1
CC(=O)Nc1cccc(OC(=O)c2ccoc2C)c1,0.5,-8,-9,12,2,10,18,-4,-3,3
Cc1ncsc1CCC(=O)N1CCCC(Nc2ccc(F)c(F)c2)C1 (centres undefined),6.5,1,-2,-8,-6,7,5,-3,-1,7
CC(C)(C)n1nc2c(c1NC(=O)Cc1ccccc1)CS(=O)(=O)C2,-0.7,-4,5,-10,-2,2,2,5,6,-31
CC(C(N)=O)N1CC(c2ccc(Cl)cc2)CC1=O (centres undefined),0.6,-2,-26,-2,4,30,-35,6,2,-1
COc1ccc(NC(=O)CCN2C(=O)[C@@H]3[C@H](C2=O)[C@H]2C=C[C@@H]3C2)cc1,-0.2,1,1,-1,-3,-28,-6,-6,2,13
c1ccc(CCCc2nc(-c3cccnc3)no2)cc1,-1.2,-15,-34,-40,2,-4,1,3,4,0
CCCC[C@@H]1CNCCN1CC1(c2ccccc2)CC1,-0.6,-1,-2,-14,3,.,-7,-6,.,7
CC(=O)N1CCN(S(=O)(=O)c2cccc(C(=O)OCC(=O)N(Cc3ccccc3)C(C)(C)C)c2)CC1,0.1,6,4,-9,-3,.,-4,1,.,7
Cc1ccc(S(=O)(=O)c2nnn3c2nc(NC2CCN(Cc4ccccc4)CC2)c2ccccc23)cc1C,-0.4,-2,1,-1,.,-17,.,-84,3,-57
CCc1c(C2(O)CCCCC2)[nH]c2ccc(C#N)cc12,0.1,-3,-14,-3,6,.,4,-8,.,11

Structure,BoNT A protease,Anthrax LF prot,SSB-PriA inh,BoNT F protease,PrPC TRFRET,DUSP3 inh,CCHF vOTU inh,Rv3671c inh,SARS 3CLpro inh,MazEF act
COc1ccc(-c2csc(C(O)c3ccc(F)c(F)c3)n2)cn1 (centres undefined),0.1,2,.,8,2,.,8,.,.,.
CCCC[N+](CC#Cc1ccccc1)(CCCC)CCCS(=O)(=O)[O-],0.8,-1,-4,1,4,-15,11,1,-2,-4
COc1ccc(NC(=O)CSc2nc(O)cc(=O)n2-c2ccccc2)cc1,-0.4,0,3,-2,4,11,-1,.,2,5
O=C(CSc1ncccc1-c1nc2ccccc2[nH]1)Nc1ccc2c(c1)OCCO2,3.8,2,-8,14,-1,-4,-3,-40,-3,5
COc1ccc(OC)c(S(=O)(=O)Nc2cccnc2)c1,?,0,-14,3,-4,37,-11,-5,-1,11
Cc1cccc(C2Nc3cccc4cccc(c34)N2)c1,-3.2,-7,-2,-44,-3,2,-7,2,5,-10
Cc1cccc(NC(=O)c2ccc(S(=O)(=O)N3CCC(C)CC3)cc2)n1,2.9,-2,-6,-2,-1,0,0,-5,-2,-16
CCCCCCN1C[C@H](n2cc(-c3ccc(F)cc3)nn2)[C@@H](O)C[C@@H]1c1ccccc1,-0.3,-4,.,-5,-3,.,19,.,.,-5
O=C(Nc1ccccc1C(=O)N/N=C/c1ccccc1)c1ccco1,-1.5,0,.,-15,1,8,4,-10,-2,16
O=S(=O)(c1ccc(F)cc1)N1CCN(CC(O)COc2ccccc2F)CC1 (centres undefined),-1.6,6,0,8,2,-8,3,4,1,8
CN1CCN(/N=C/c2ccc(Br)cc2)CC1,-1.0,0,.,-5,-5,9,-3,-8,1,4
Fc1ccc(-n2nnc(-c3ccnc4ccccc34)n2)cc1,-0.4,-6,-20,-13,-1,14,2,-3,1,-8
Cc1cccc(N2CCN(C(=O)c3ccoc3C)CC2)c1C,-0.3,2,-4,-5,-1,-2,-1,-17,-1,-2
COc1c(/C=N/Nc2nc(N3CCCCC3)nc(N3CCCCC3)n2)cccc1[N+](=O)[O-],-1.9,4,.,-12,1,29,1,2,-2,2
Cc1ccc(-c2csc(NC(=S)NC(=O)c3cc4ccccc4o3)n2)cc1,0.1,0,-3,2,2,-7,-13,4,2,1
COc1cc(C(=O)NNC(=S)NC(=O)c2ccccc2C)cc(OC)c1OC,-0.4,1,-7,-2,-2,8,8,-12,-6,-1
O=C(OCC(=O)N1CCN(S(=O)(=O)c2ccc(Cl)cc2)CC1)C1CCC1,-0.8,-2,2,12,-5,.,-6,2,.,2
CCOC(=O)Cc1csc(SCc2cc(=O)oc3cc(O)ccc23)n1,-1.0,-1,-6,-6,-1,6,3,-7,-6,9

# The list is partial (hit frequency here may not be typical).
